Screens deposited in PubChem by several laboratories.
IDE cell activ – human IDE activators in live cells, primary screen, fluorescence polarization, HEK cells, FAbeta-B substrate. Insulin-degrading enzyme (Homo sapiens), P14735. FAbeta-B cleavage; 0% vehicle, 100% cell-free pure enzyme wells. activation, % at 5.96 µM. 0.073% of 340,000 active. AID 493087, 2011;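 active means activation above the mean of all tested compounds plus 3 SD, set per screening campaign, cut at about 17% in these data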
Target sequence (P14735 whole entry, looked up): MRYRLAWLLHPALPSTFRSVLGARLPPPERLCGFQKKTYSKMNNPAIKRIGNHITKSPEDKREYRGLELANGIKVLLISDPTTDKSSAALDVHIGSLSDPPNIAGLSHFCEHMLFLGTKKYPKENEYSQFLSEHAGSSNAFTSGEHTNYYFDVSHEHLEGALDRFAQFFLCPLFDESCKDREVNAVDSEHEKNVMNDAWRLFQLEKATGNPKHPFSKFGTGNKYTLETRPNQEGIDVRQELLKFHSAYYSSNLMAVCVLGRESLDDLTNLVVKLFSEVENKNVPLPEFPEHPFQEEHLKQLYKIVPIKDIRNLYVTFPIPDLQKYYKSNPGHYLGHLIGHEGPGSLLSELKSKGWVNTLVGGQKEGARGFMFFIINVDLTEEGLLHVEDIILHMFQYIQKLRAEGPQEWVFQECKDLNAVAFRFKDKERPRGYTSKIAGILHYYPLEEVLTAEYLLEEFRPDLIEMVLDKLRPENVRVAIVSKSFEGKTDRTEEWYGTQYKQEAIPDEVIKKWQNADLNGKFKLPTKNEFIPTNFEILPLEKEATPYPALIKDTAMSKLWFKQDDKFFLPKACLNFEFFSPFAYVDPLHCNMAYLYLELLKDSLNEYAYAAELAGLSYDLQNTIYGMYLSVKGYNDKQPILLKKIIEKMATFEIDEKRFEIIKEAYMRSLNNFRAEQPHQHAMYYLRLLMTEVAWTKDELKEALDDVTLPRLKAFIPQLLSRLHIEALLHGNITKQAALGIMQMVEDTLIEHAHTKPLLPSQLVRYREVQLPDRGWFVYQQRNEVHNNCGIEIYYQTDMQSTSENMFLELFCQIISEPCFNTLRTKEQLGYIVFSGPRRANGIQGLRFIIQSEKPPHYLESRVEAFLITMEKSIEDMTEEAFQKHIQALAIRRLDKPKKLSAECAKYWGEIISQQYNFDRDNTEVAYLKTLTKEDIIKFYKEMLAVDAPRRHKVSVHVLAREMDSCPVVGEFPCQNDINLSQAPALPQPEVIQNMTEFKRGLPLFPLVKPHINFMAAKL
PfM18AAP inh – PfM18AAP inhibitors, malaria aminopeptidase, primary screen, biochemical, QFRET, recombinant enzyme. H-Glu-NHMec fluorogenic cleavage. M18 aspartyl aminopeptidase (Plasmodium falciparum 3D7). inhibition, % at 7.35 µM. 1.2% of 290,000 active. AID 1822, 2009;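 active means inhibition above the campaign mean inhibition over all tested compounds plus 3 SD, cut at about 28% in these data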;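 further: 0% = plate median of test compound wells and 100% = 2 mM ZnCl2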
MEKK2 mut-MEK5 – MEK5 binding signal on mutant MEKK2 PB1, primary screen, biochemical, multiplex bead flow cytometry, Alexa488-MEK5; Alexa488-MEK5 binding to MEKK2 mutant; percent response, % at 10 µM; 0.35% of 290,000 active; in the data active means percent response above about 24%, passing the limit was not always enough; further: inactives centre near 1; some results filed as inactive read as strong as hits; reference of the scale not given here
IDE cell inh – human IDE inhibitors in live cells, primary screen, fluorescence polarization, HEK cells, FAbetaB substrate; FAbetaB cleavage; inhibition, % at 5.59 µM; 0.41% of 320,000 active; Insulin-degrading enzyme (Homo sapiens), P14735; AID 434962, 2010;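 active means percent inhibition above the average of all tested compounds plus 3 SD, set per screening campaign, cut at about 16% in these data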;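 further: IDE supplied by intact live HEK cells; FP after avidin binding of uncleaved biotin substrate so inhibition keeps polarization high; 0% = DMSO wells and 100% = 60 µM reference IDE inhibitor Ii1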
SUMO HTRF inh – inhibitors of in vitro SUMOylation cascade, primary screen, biochemical, HTRF, uHTS. SUMO-conjugating enzyme UBC9 (Homo sapiens), P63279. HTRF SUMOylation assay, SAE1/SAE2 + UBC9. inhibition, % at 35 µM. 0.36% of 290,000 active. AID 2006, 2009; in the data active means inhibition above about 50%, passing the limit was not always enough; further: strong numbers were not always called active
MEKK3 PB1 HTS – modulators of MEKK3-MEK5 PB1 binding, primary screen, biochemical, wildtype MEKK3, multiplex bead flow cytometry, Alexa488-MEK5; Mitogen-activated protein kinase kinase kinase 3 (Homo sapiens), Q99759; bead-based flow cytometry, Alexa488-MEK5 binding to MEKK3; actives lie on both sides; 0 = blocked by unlabeled MEK5, 100 = vehicle; binding response (% of control), % at 10 µM; 1.4% of 290,000 active; AID 1529, 2009;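 active means binding response more than 3 SD above or below the average of its plate-row segment, actives on both sides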;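 further: Alexa488 bead fluorescence after subtracting the streptavidin-only scavenger bead signal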
p-CIP stab down – p/CIP-EGFP fusion destabilizers, primary screen, fluorescence, F442A cells; 0.01% of 290,000 active; decrease of EGFP signal, % at 10 µM; AID 1984, 2009; Q05BA5; 16 h;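 active means EGFP signal decrease of at least 30% at 10 µM or well 3 SD below plate mean, unless failing retest; inactive means the rest, including hits failing retest or dose response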; further: some compounds called inactive have numbers as strong as hits; many of its hits are not listed in these tables
MEKK2wt PB1 HTS – modulators of MEK5 binding to wildtype MEKK2, primary screen, biochemical, multiplex bead flow cytometry, Alexa488-MEK5; Alexa488-MEK5 binding to MEKK2 WT; actives lie on both sides; Mitogen-activated protein kinase kinase kinase 2 (Homo sapiens), Q9Y2U5; 1.1% of 290,000 active; binding response (% of control), % at 10 µM; AID 1531, 2009; in the data active means binding response below about 67% or above about 130%
NALP1 inh – NALP1 inflammasome inhibitors in reconstituted yeast, colorimetric, S. cerevisiae, triplicate retest. S. cerevisiae NALP1/ASC/caspase-1 growth, X-gal OD620, 72 h. inhibition, % at 10 µM. 0.61% of 280,000 active. AID 2071, 2009; in the data active means inhibition mostly above about 24%, no sharp cut-off; inactive means mostly below about 32%; further: some compounds called inactive have numbers as strong as hits
* = called active by the depositor; . = no result given; & = joins results of further samples; [ ] = another dose, or the depositor's remark. Some of the compounds tested (hit frequency here may not be typical).

IDE cell activ	PfM18AAP inh	MEKK2 mut-MEK5	IDE cell inh	SUMO HTRF inh	MEKK3 PB1 HTS	p-CIP stab down	MEKK2wt PB1 HTS	NALP1 inh	molecule
-1.7	0.2	14.0	.	-10.0	108.0	-0.8	107.0	-1.0	O=[N+]([O-])CC(c1ccc(F)cc1)c1c[nH]c2ccccc12 (stereo unspecified)
-2.8	1.8	-2.0	10.1	-9.8	98.0	-4.2	95.0	-56.7	COc1cc(/C=C2/C(=O)ON=C2c2ccccc2)ccc1O
0.0	-3.8	4.0	6.6	2.8	103.0	-4.6	107.0	-8.6	CCC1(CC)Cc2ccccc2-c2nc(CN3CCOCC3)[nH]c(=O)c21
.	1.4	-4.0	2.6	27.6	95.0	7.5	93.0	.	CC1(C)Cc2c(c(-c3ccccc3)nc3sc4c(=O)[nH]c(=S)[nH]c4c23)CO1
5.9	.	-3.0	-1.9	13.6	98.0	-12.2	93.0	10.0	O=C1C2C(c3ccccc3)CC=CC2[C@H](c2ccc3ccccc3c2)N1Cc1ccccc1 (stereo partly specified)
-4.7	1.1	11.0	0.5	16.2	107.0	3.8	115.0	-18.4	Clc1ccc(-c2ccc(CNCc3ccccn3)o2)cc1
5.2	0.1	-3.0	-0.5	-6.8	102.0	-10.0	103.0	16.5	CCOC(=O)Cc1csc(NC(=O)CS(=O)(=O)Cc2ccccc2)n1
5.2	0.2	-1.0	-4.9	-6.3	108.0	4.2	107.0	-6.1	CCCCNC(=O)/C(=C/c1ccccc1)NC(C)=O
3.2	-7.0	-4.0	0.7	-0.6	95.0	6.4	96.0	2.3	O=S(=O)(NN1CCOCC1)c1ccc(Br)s1
2.5	-15.3	-1.0	-6.9	-2.6	102.0	-1.5	101.0	17.6	Cc1c(CNC2CCCC2)c(C(=O)O)c(C)n1Cc1ccccc1
4.6	4.5	-4.0	4.2	-25.6	93.0	-5.5	90.0	8.5	CCOC(=O)c1c(C)[nH]c(C)c1C(=O)CSc1nc2ccccc2c(=O)n1-c1ccc(C)cc1
-2.8	46.9*	0.0	-0.5	-5.7	94.0	-1.3	94.0	29.5	COc1cc(CNc2ccc(CNc3ncn[nH]3)cc2)ccc1OCC(=O)NC(C)(C)C
-1.1	-3.9	3.0	-8.7	15.4	105.0	-11.2	106.0	10.5	CCCn1c(N)c(N(CCOC)C(=O)c2ccc(C#N)cc2)c(=O)[nH]c1=O
-0.6	5.4	1.0	1.9	4.5	104.0	-7.1	102.0	3.9	CSc1ccccc1C(=O)N(C)Cc1ccccc1
7.7	13.4	-1.0	.	-4.6	117.0	6.5	99.0	10.8	COc1ccccc1Oc1ccc2c(c1)C(=O)N(c1cccc3ncccc13)C2=O
0.5	21.2	3.0	0.4	2.3	105.0	0.1	101.0	-7.1	CC(=O)OCC1=C(C(=O)O)N2C(=O)C(NC(=O)CCn3nc(C(F)(F)F)c(Br)c3C3CC3)C2SC1 (stereo unspecified)
3.9	-2.5	-1.0	0.2	-3.6	99.0	-7.0	96.0	23.1	COC(=O)C1CN(C(=O)COc2ccc(C)c(C)c2)c2ccccc2O1 (stereo unspecified)
3.4	-15.9	2.0	.	10.8	105.0	-15.9	99.0	14.0	Cc1ccc(-c2ccc(=O)n(Cc3c(F)cccc3Cl)n2)cc1
4.4	-2.7	4.0	2.8	-11.6	107.0	4.9	111.0	19.4	CCOC(=O)CC(=O)Nc1nnc(C(C)C)s1
1.0	2.4	-3.0	3.9	9.3	101.0	5.5	97.0	5.4	CCN(CC(=O)Nc1ccc2c(c1)OCO2)S(=O)(=O)c1ccccc1
2.5	3.0	-4.0	4.1	1.7	98.0	6.8	101.0	-6.7	O=C(CCN1C(=O)S/C(=C\c2ccccc2)C1=O)N1CCCCC1
-1.3	-5.4	6.0	7.7	3.7	125.0*	-0.5	102.0	-97.3	Cc1cc(C)c(NC(=O)C2CCCN2C(=O)NC2CCCCC2)c(C)c1 (stereo unspecified)
1.9	-2.5	-2.0	0.2	2.2	99.0	5.4	99.0	37.8	NC(=O)c1cccnc1Oc1cccc(Cl)c1
-0.7	-1.2	12.0	2.1	11.4	115.0	0.0	113.0	.	O=C(O)c1ccc2c(c1)C(=O)N(c1nccs1)C2=O
-2.9	-15.1	2.0	-7.1	-29.4	103.0	11.2	103.0	28.6	CC(C)n1cc(/C=C2/SC(=O)N(CC(=O)N3CCCC3)C2=O)c2ccccc21
2.5	-4.7	1.0	-0.5	21.6	101.0	4.6	103.0	0.6	Cc1cc(NC(=O)CN2CCC(n3nnc4cc(C(F)(F)F)ccc43)CC2)no1
-3.5	-0.7	-3.0	3.5	3.3	95.0	2.4	96.0	0.6	CCC(CC)C(=O)OCC(=O)Nc1ccc(S(=O)(=O)N2CCOCC2)cc1OC
1.8	-9.9	6.0	4.3	9.5	108.0	-1.0	104.0	8.0	O=C(O)c1ccc(NS(=O)(=O)c2cccc3nsnc23)cc1
-1.4	1.6	5.0	2.9	5.0	103.0	-6.7	109.0	20.1	COc1ccc(CNC(=O)C(OC(=O)c2ccco2)c2ccc(F)cc2)cc1 (stereo unspecified)
3.7	-0.8	2.0	4.2	-8.5	100.0	2.8	104.0	10.8	CC(=O)Nc1ccc(-c2csc(NCCc3ccccc3)n2)cc1
1.5	-5.2	9.0	2.0	6.4	100.0	-0.4	115.0	27.1	CCOC(=O)CSc1nnc(NC(=O)c2cccc([N+](=O)[O-])c2C)s1
0.5	0.3	-3.0	0.8	5.3	99.0	4.9	98.0	0.9	O=C(CSc1ncnc2c1cnn2-c1ccccc1)Nc1ccccc1
-2.6	1.1	-9.0	4.6	12.3	91.0	-1.2	94.0	12.2	COc1cc(Nc2nc(SCC#N)nc3ccccc23)cc(OC)c1OC
2.1	-2.3	3.0	5.5	17.3	104.0	-19.3	105.0	6.2	C/C(=N/NC(=O)c1ccco1)c1ccc(NC(=O)c2ccc(Br)o2)cc1
-6.1	-1.9	3.0	-4.8	-12.1	113.0	-16.5	106.0	-1.5	Cn1ncc(Br)c1C(=O)Nc1c(F)c(F)cc(F)c1F
-1.1	2.0	1.0	4.6	-30.4	104.0	-18.4	101.0	26.3	COc1ccc(S(=O)(=O)Nc2ccc3c(c2)OCCO3)cc1Cl
5.5	-1.5	1.0	-1.7	10.2	103.0	-1.6	99.0	-1.0	Cc1cccc(NC(=O)c2ccc(S(=O)(=O)N3CCOCC3)cc2)c1C
5.2	-1.0	1.0	-9.3	7.5	102.0	-7.5	103.0	4.4	C/C(=C\c1ccccc1)C(=O)NCCc1ccccc1
5.9	0.5	-3.0	-0.9	8.2	95.0	6.9	96.0	.	CNc1nnc(C(F)(F)F)s1
2.5	3.2	2.0	0.1	3.0	99.0	-2.8	101.0	4.6	CCn1c(=O)c(C(=O)NCc2ccc3c(c2)OCO3)c(O)c2ccccc21
2.4	4.5	-1.0	1.3	1.3	97.0	6.3	95.0	2.6	CSCc1ccc(C(=O)N2CCCC(Nc3ccc4c(c3)OCCO4)C2)o1 (stereo unspecified)
2.8	4.8	1.0	5.2	17.7	102.0	3.4	103.0	11.9	Cc1ccc(N(CC(=O)O)C2SC(=O)NC2=O)cc1 (stereo unspecified)
.	1.4	26.0	4.5	24.4	107.0	2.2	119.0	64.7	O=C1/C(=C\c2cccnc2)CN(Cc2ccccc2)C/C1=C\c1cccnc1
6.7	-22.3	-9.0	7.5	-7.4	91.0	-3.5	96.0	40.1	Cc1ccc([N+](=O)[O-])cc1NC(=O)c1ccc(-c2ccccc2)cc1
0.1	1.4	6.0	4.5	-19.9	99.0	-3.6	87.0	27.2	COC(=O)c1c(NC(=O)C2SC(=NC3CCCCC3)C(C(N)=O)=C2N)sc2c1CCCC2 (stereo unspecified)
3.7	-0.9	5.0	2.1	23.1	105.0	-10.3	107.0	-16.5	CSc1ccc(Cn2nnc(C(=O)Nc3ccc(C)c(C)c3)c2N)cc1
3.1	1.5	-1.0	-1.7	8.9	99.0	-50.8	100.0	19.9	Cc1noc(C)c1CSCC(=O)N(C)CC(=O)Nc1cccc(F)c1
1.5	.	2.0	1.6	.	93.0	.	96.0	.	CCCCN1C(N)=NC[C@@H]1CCCCN
-3.2	5.2	-3.0	5.3	23.6	104.0	-2.6	102.0	1.3	Cc1nc2ccccc2n1/N=C/c1cccnc1
5.6	-0.9	.	-4.4	8.0	.	-7.4	.	0.8	O=C(c1n[nH]c(=O)c2ccccc12)N1CCN(c2ccc(F)cc2)CC1
6.3	-9.0	2.0	3.5	-7.8	100.0	1.5	104.0	-5.7	CCC(=O)NC(=S)Nc1cccc(NC(=O)c2ccccc2C)c1
5.7	2.0	32.0	7.3	6.4	63.0*[inhibitor]	-0.9	151.0*	35.0*	O=C(Nc1ccc(C2=NCCN2)cc1)c1ccc(C(=O)Nc2ccc(C3=NCCN3)cc2)c([N+](=O)[O-])c1
0.4	-1.6	3.0	6.3	13.1	89.0	-11.9	105.0	.	COc1cc2c(cc1OC)C1(CCCCC1)CN(C)C2
0.4	0.3	-1.0	2.2	24.0	97.0	-19.7	102.0	9.5	O=C(Nc1ccncc1)c1ccc2c(c1)OCCO2
-2.9&6.6	0.7	9.0	0.9	13.6	107.0	-2.5	107.0	20.1	COc1ccc(CNC(=O)C2CCC(CNc3c(N4CCOCC4)c(=O)c3=O)CC2)cc1 (stereo unspecified)
-3.9	-5.2	-6.0	2.9	4.1	95.0	7.0	87.0	1.6	CC1CN(C(=O)CCC(=O)NCc2ccccc2)c2ccccc2S1 (stereo unspecified)
-0.3	6.2	2.0	-0.8	19.0	114.0	0.8	114.0	26.9	Cc1csc(SCC(=O)Nc2ccc(Cl)cn2)n1
-4.5	0.6	.	-3.7	-19.3	.	8.6	.	-2.7	CCOC(=O)c1cc(C(O)(C(F)(F)F)C(F)(F)F)c(/N=C/N(C)C)o1
0.4	-20.3	-6.0	5.6	11.8	102.0	-14.1	98.0	25.9	Cc1n[nH]c(C)c1CCN(C)Cc1cn(C)nc1-c1ccc2c(c1)OCCO2
3.4	6.0	-6.0	5.9	6.5	101.0	-14.6	102.0	5.9	Nc1ccc2c(c1)nc(Cc1ccccc1)n2CCO
0.8	-9.4	9.0	7.7	2.2	98.0	-6.8	100.0	3.3	CC(=O)c1ccc(OCc2cc(C(=O)N(C)C3CCOC3)no2)cc1 (stereo unspecified)

Two entries from above, field by field:
Cc1ccc(-c2ccc(=O)n(Cc3c(F)cccc3Cl)n2)cc1
- IDE cell activ: 3.4
- PfM18AAP inh: -15.9
- MEKK2 mut-MEK5: 2.0
- IDE cell inh: .
- SUMO HTRF inh: 10.8
- MEKK3 PB1 HTS: 105.0
- p-CIP stab down: -15.9
- MEKK2wt PB1 HTS: 99.0
- NALP1 inh: 14.0

CCOC(=O)CC(=O)Nc1nnc(C(C)C)s1
- IDE cell activ: 4.4
- PfM18AAP inh: -2.7
- MEKK2 mut-MEK5: 4.0
- IDE cell inh: 2.8
- SUMO HTRF inh: -11.6
- MEKK3 PB1 HTS: 107.0
- p-CIP stab down: 4.9
- MEKK2wt PB1 HTS: 111.0
- NALP1 inh: 19.4
